P. falciparum M17LAP: P. falciparum M17LAP inhibitors, primary screen, biochemical, fluorogenic H-Leu-NHMec substrate, 1536-well (AID 1619); hit rate 0.38% among 220,000; Leucine aminopeptidase (Plasmodium falciparum (isolate 3D7)); recombinant M17LAP, H-Leu-NHMec fluorogenic kinetic assay; higher % means a stronger effect; inhibition, % at 30 µM, or IC50 in µM where a hit was titrated;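 active means compound inhibiting the enzyme by more than half at any dose during confirmatory dose-response retesting; inconclusive means strong single-dose inhibitors picked by rank but not retested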;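 further: plate controls were full reaction with DMSO carrier for no effect and no enzyme background for full effect; strong numbers were not always called active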
K1F lysis inhibition: inhibition of K1F phage lysis, E. coli UTI89, bacterial capsule biogenesis inhibitors, alamar blue (AID 488966); inhibition, % at 100 µM; hits with a dose series show IC50 in µM; hit rate 0.02% among 340,000; E. coli UTI89 K1F phage lysis, alamar blue, 2 h; higher % means a stronger effect;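 active means phage lysis inhibition, versus mean bacterial control, above a set limit; inconclusive means no clear call, values can overlap the other calls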;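 further: capsule biogenesis inhibitors block K1F phage lysis so surviving cells raise fluorescence; higher fluorescence means more inhibition of phage lysis; actives were called in the ten point dose series up to 300 µM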
Ins promoter up: insulin promoter activators in MIN6 cells, imaging, high-content screening, mouse beta cells; z-score at 5 µM; hit rate 0.3% among 190,000; MIN6 insulin promoter-GFP reporter; hits give high values;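 active means z-score above 3 at 5 µM with at least 500 cells counted in the well; inconclusive means wells under 500 cells, flagged as cytotoxic or low count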
MT stabilizer: microtubule stabilizers in HeLa cells, primary screen, imaging, high-content imaging. HeLa tubulin immunostaining HCS, 24 h; share of cells brighter than vehicle mean+2SD. % tubulin-high responders, % at 10 µM. hit rate 0.83% among 200,000;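 active means plate Z-score above 3 for both tubulin-high and condensed-nucleus cell shares, with cell loss under 80%, at 10 µM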;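 further: anti alpha tubulin signal scored within the nucleus-defined area of each cell; some results filed as inactive read as strong as hits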
M1AAP inhibition: P. falciparum M1AAP inhibitors, biochemical, fluorogenic H-Leu-NHMec substrate, 1536-well (AID 1445); Aminopeptidase N (Plasmodium falciparum (isolate 3D7)); recombinant M1AAP, H-Leu-NHMec fluorogenic kinetic assay; higher % means a stronger effect; one-dose inhibition, % at 30 µM; IC50 in µM for titrated hits; hit rate 0.42% among 220,000;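 active means primary inhibition above the hit cutoff, then over 50% inhibition at one or more dose response concentrations, cut at about 23% in these data, passing the limit was not always enough; inconclusive means conflicting primary data, or primary hits not chosen for dose response; inactive means low primary inhibition, or under 50% at every dose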;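 further: plate controls were DMSO full reaction for no effect and no enzyme background for full effect; strong numbers were not always called active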
bCat nuc transl: modulators of beta-catenin nuclear translocation, primary screen, imaging, HeLa cells, immunofluorescence, high-content; nuclear translocation activity, % at 5 µM; hit rate 0.3% among 190,000;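 active means nuclear translocation activity above 50% at 5 µM, with a well cell count of 50 or more; inconclusive means wells under 50 cells across six images, flagged as toxic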;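 further: per-cell ratio of nuclear to cytoplasmic median beta-catenin stain intensity; plate controls were DMSO negative control for no effect and GSK-3 inhibitor IX positive control for full effect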
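Read-out: Nuclear/cytoplasmic beta-catenin signal ratio, % activation | Assay system: Human HeLa cell line | Times: 24 h compound exposure at 37°C, 5% CO2 | Signal: Fluorescence imaging of beta-catenin antibody stain plus DAPI | Dosing: 5 µM primary, 0.02–20 µM confirmation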
Dynein cargo inh: inhibitors of GR-EGFP nuclear translocation, primary screen, dynein cargo transport inhibitor project, imaging, high-content, 3617.4 mouse cells. test concentration mostly 20 µM; stimulated with dexamethasone, 1 µM; hits give low values. z-score, hits read low. AID 1381, 2008. hit rate 0.47% among 220,000;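 active means plate z-score of nuclear minus cytoplasmic receptor signal below a set negative limit, without overly bright fluorescence or cell loss, cut at about -3.5 in these data, passing the limit was not always enough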;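 further: z-score of nuclear minus cytoplasmic ring GR-EGFP intensity difference per well; some compounds called inactive have numbers as strong as hits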
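Buffer or medium: tet-free, stripped-serum medium; Also added: dexamethasone, 1.0 µM final; Technique: high-content fluorescence imaging after fixation; Times: 48 h induction, 1 h compound, 30 min dex at 37 °C; Read-out: per-cell GR-EGFP intensity, nucleus versus surrounding cytoplasmic ring, well-averaged.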
Autophagy mod: autophagy modulators in MEF cells, primary screen, imaging, high-content, MEF GFP-LC3. hit rate 0.98% among 190,000. MEF GFP-LC3 puncta imaging; test concentration mostly 10 µM. calls only at 10 µM (by protocol);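 active means percentage of spot-positive cells more than 3 SD above its plate mean, without a fluorescence outlier flag or 80% toxicity; inconclusive means no clear call, values can overlap the other calls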;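 further: spot-positive cell cutoff set from DMSO-treated cells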
ER stress rescue: rescue of cells from ER stress-induced death, primary screen, 384-well, CSM14.1, thapsigargin, ATP luminescence (AID 1222); CSM14.1 thapsigargin-induced death rescue, ATP luminescence; higher % means a stronger effect; one-dose cellular ATP content (survival), % at 20 µM; EC50 in µM for titrated hits; 190,000 tested, under 10 active;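 active means EC50 below 50 µM in the dose-response confirmation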;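 further: death triggered by thapsigargin at about 15 µM added after 2 h compound pretreatment; cell ATP read after overnight thapsigargin exposure of roughly 18 to 22 hours; normalized against plate controls of thapsigargin alone and 5% DMSO vehicle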
Dynein cargo inh cytoplasmic EGFP: also measured in Dynein cargo inh; calls as there; z-score; measured here: cytoplasmic GR-EGFP intensity; hits give high values
Dynein cargo inh nuclear GR-EGFP: recorded beside Dynein cargo inh, whose call it bears; z-score; measured here: nuclear GR-EGFP intensity;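 lower value marks the stronger effect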
Dynein cargo inh cell count: further read-out of Dynein cargo inh, marked with its call; z-score; measured here: cell count per field
Ins promoter up cell count: further read-out of Ins promoter up, marked with its call; cell count; measured here: cytotoxicity, nuclei count;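 total cells summed across four imaged fields per well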
bCat nuc transl cell count 5 µM: second read-out of bCat nuc transl, no call of its own (marks repeat the call); cell count; measured here: cell count, cytotoxicity flag
MT stabilizer Hoechst-high %: also measured in MT stabilizer; calls as there; % Hoechst-high responders; measured here: nuclear condensation Hoechst responders;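 share of cells brighter than vehicle mean plus two SD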
MT stabilizer cytotoxicity %: second read-out of MT stabilizer, no call of its own (marks repeat the call); toxicity, %; measured here: cytotoxicity by cell density;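 0% = mean cell density of plate MIN control wells and 100% = no cells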
Autophagy mod cell loss 18 h: second read-out of Autophagy mod, no call of its own (marks repeat the call); toxicity, %; measured here: cell loss, nuclei count;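 cell loss after 18 h compound exposure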
Numbers without * were called inactive; i = inactive; ? = inconclusive; / = not tested or not shown; [ ] = remark or other dose.

(1) O=C(COC(=O)CNS(=O)(=O)c1cccc(Br)c1)Nc1ccccc1Sc1ccccc1
(2) COc1ccc(-c2nc3ncccn3c2Br)cc1
(3) CNc1nc(C)nc(N/N=C/c2ccccc2)n1
(4) COc1cccc(C(=O)N/N=c2\sc3ccccc3n2C)c1
(5) CCC(C(=O)N1CCc2ccccc2C1)n1nc(C)n2c(cc3occc32)c1=O (stereo unspecified)
(6) N#C/C(=C\c1cccs1)C(=O)NCC1CCCO1 (stereo unspecified)

| Screen / compound no. | 1 | 2 | 3 | 4 | 5 | 6 |
| --- | --- | --- | --- | --- | --- | --- |
| P. falciparum M17LAP | 11.0% | -9.8% | / | 5.8% | -1.2% | 29.0% |
| K1F lysis inhibition | -1.4% | 1.3% | 0.0% | 3.6% | -0.1% | 0.6% |
| Ins promoter up | / | 0.08 | 0.19 | / | -0.95 | / |
| Ins promoter up cell count | / | 1478 | 1489 | / | 1320 | / |
| MT stabilizer | 5.6 | 5.2 | 0.8 | 5.1 | 3.0 | 1.5 |
| MT stabilizer Hoechst-high % | 3.1 | 4.1 | 0.7 | 2.6 | 2.5 | 1.9 |
| MT stabilizer cytotoxicity % | 7.1 | 3.7 | 4.8 | 2.2 | 8.1 | 7.2 |
| M1AAP inhibition | -0.7% | 6.3% | / | 3.5% | 5.4% | 4.2% |
| bCat nuc transl | -0.1 | -0.7 | 0.8 | -0.2 | 0.5 | / |
| bCat nuc transl cell count 5 µM | 937 | 898 | 846 | 949 | 1292 | / |
| Dynein cargo inh | -0.00163 | 0.33 | 0.00545 | 2.2 | -0.45 | -0.0573 |
| Dynein cargo inh cytoplasmic EGFP | -0.249 | -0.268 | -0.352 | -0.192 | -0.0292 | -0.158 |
| Dynein cargo inh nuclear GR-EGFP | -0.254 | 0.274 | 0.242 | 0.896 | 0.54 | -0.368 |
| Dynein cargo inh cell count | 0.333 | -0.372 | 0.628 | -1.58 | -0.7 | -0.00976 |
| Autophagy mod | i | i | i | i | i | i |
| Autophagy mod cell loss 18 h | -1.7 | 11.9 | 9.2 | -9.0 | 19.1 | -9.9 |
| ER stress rescue | 1.1% | -2.2% | 0.3% | -4.7% | -4.0% | -1.7% |

(7) Cc1ccc(-n2nnc(-c3cnc4ccccc4c3)n2)cc1
(8) CC(=O)c1cc(F)c(N2CCN(C(=O)COc3ccc(F)cc3)CC2)cc1C
(9) O=C1OCCC1Sc1nnc(-c2ccco2)o1 (stereo unspecified)
(10) O=C(CN(CCc1ccccc1)S(=O)(=O)c1ccc(Br)cc1)N/N=C/c1ccc2c(c1)OCO2
(11) Cc1ccc(C(=O)O/N=C2\CCSc3ccc(C)cc32)cc1
(12) CC(C)C(c1nnnn1CCc1ccccc1)N1CCOCC1 (stereo unspecified)

| Screen / compound no. | 7 | 8 | 9 | 10 | 11 | 12 |
| --- | --- | --- | --- | --- | --- | --- |
| P. falciparum M17LAP | -12.5% | -8.1% | 11.0% | 8.1% | -3.9% | -0.9% |
| K1F lysis inhibition | 0.9% | 1.5% | 6.0% | 3.1%[50 µM] | 1.0% | -0.5% |
| Ins promoter up | 0.64 | ? | 0.98 | 0.3 | 0.38 | 1.01 |
| Ins promoter up cell count | 1341 | / | 1339 | 1423 | 1683 | 1292 |
| MT stabilizer | 0.5 | 2.0 | 1.6 | 3.5 | 2.8 | 1.6 |
| MT stabilizer Hoechst-high % | 1.0 | 1.6 | 0.1 | 4.3 | 1.0 | 2.4 |
| MT stabilizer cytotoxicity % | 2.9 | 9.2 | 46.3 | 9.0 | 4.7 | 14.1 |
| M1AAP inhibition | -1.4% | 3.3% | 5.1% | 5.8% | 3.2% | -1.7% |
| bCat nuc transl | 3.4 | -2.1 | -2.4 | -9.1 | -0.4 | -2.3 |
| bCat nuc transl cell count 5 µM | 1040 | 1206 | 1225 | 824 | 1009 | 817 |
| Dynein cargo inh | 0.813 | 1.18 | -0.869 | 0.251 | 0.412 | 0.464 |
| Dynein cargo inh cytoplasmic EGFP | -0.188 | -0.226 | 0.0467 | -0.213 | -0.243 | -0.232 |
| Dynein cargo inh nuclear GR-EGFP | 0.837 | 0.979 | -0.146 | 0.214 | 0.487 | 0.203 |
| Dynein cargo inh cell count | -1.25 | -1.1 | 0.324 | -0.235 | 0.915 | -0.23 |
| Autophagy mod | i | i | i | i | i | i |
| Autophagy mod cell loss 18 h | 6.4 | 1.4 | -3.2 | 17.8 | 18.0 | 27.1 |
| ER stress rescue | -2.8% | -1.5% | 1.6% | 2.2% | 1.9% | -0.9% |

Quoted at random: 4 compounds from above, in no set order.
(8) CC(=O)c1cc(F)c(N2CCN(C(=O)COc3ccc(F)cc3)CC2)cc1C
(2) COc1ccc(-c2nc3ncccn3c2Br)cc1
(3) CNc1nc(C)nc(N/N=C/c2ccccc2)n1
(11) Cc1ccc(C(=O)O/N=C2\CCSc3ccc(C)cc32)cc1

| Screen / compound no. | 8 | 2 | 3 | 11 |
| --- | --- | --- | --- | --- |
| P. falciparum M17LAP | -8.1% | -9.8% | / | -3.9% |
| K1F lysis inhibition | 1.5% | 1.3% | 0.0% | 1.0% |
| Ins promoter up | ? | 0.08 | 0.19 | 0.38 |
| Ins promoter up cell count | / | 1478 | 1489 | 1683 |
| MT stabilizer | 2.0 | 5.2 | 0.8 | 2.8 |
| MT stabilizer Hoechst-high % | 1.6 | 4.1 | 0.7 | 1.0 |
| MT stabilizer cytotoxicity % | 9.2 | 3.7 | 4.8 | 4.7 |
| M1AAP inhibition | 3.3% | 6.3% | / | 3.2% |
| bCat nuc transl | -2.1 | -0.7 | 0.8 | -0.4 |
| bCat nuc transl cell count 5 µM | 1206 | 898 | 846 | 1009 |
| Dynein cargo inh | 1.18 | 0.33 | 0.00545 | 0.412 |
| Dynein cargo inh cytoplasmic EGFP | -0.226 | -0.268 | -0.352 | -0.243 |
| Dynein cargo inh nuclear GR-EGFP | 0.979 | 0.274 | 0.242 | 0.487 |
| Dynein cargo inh cell count | -1.1 | -0.372 | 0.628 | 0.915 |
| Autophagy mod | i | i | i | i |
| Autophagy mod cell loss 18 h | 1.4 | 11.9 | 9.2 | 18.0 |
| ER stress rescue | -1.5% | -2.2% | 0.3% | 1.9% |

New compounds follow:
(13) Cc1ccc(S(=O)(=O)N(CC(=O)N2CCc3ccccc3C2)c2ccc(Cl)c(Cl)c2)cc1
(14) O=C(Nc1ccc2ccccc2c1)N1CCN(c2ncccc2C(F)(F)F)CC1
(15) COc1ccc(/C(O)=C2\C(=O)C(=O)N(c3cc(C)on3)C2c2ccccc2OC)cc1 (stereo unspecified)
(16) COc1ccccc1/C=N/NC(=O)CO

| Screen / compound no. | 13 | 14 | 15 | 16 |
| --- | --- | --- | --- | --- |
| P. falciparum M17LAP | -5.1% | -15.8% | 18.2% | 2.6% |
| K1F lysis inhibition | 0.3%[50 µM] | -0.3% | 3.9% | -0.2% |
| Ins promoter up | -0.46 | 0.91 | 0.59 | 0.45 |
| Ins promoter up cell count | 1328 | 1331 | 1172 | 1181 |
| MT stabilizer | 2.5 | 6.3 | 2.7 | 3.8 |
| MT stabilizer Hoechst-high % | 2.5 | 2.3 | 1.3 | 2.0 |
| MT stabilizer cytotoxicity % | 11.1 | 8.8 | 4.1 | 12.5 |
| M1AAP inhibition | 2.8% | -3.8% | 4.7% | 2.1% |
| bCat nuc transl | 2.6 | -1.0 | / | -0.6 |
| bCat nuc transl cell count 5 µM | 1082 | 1384 | / | 1137 |
| Dynein cargo inh | 0.0822 | 2.48 | -0.481 | 0.179 |
| Dynein cargo inh cytoplasmic EGFP | -0.212 | -0.169 | -0.2 | 0.898 |
| Dynein cargo inh nuclear GR-EGFP | 0.208 | 1.1 | -0.609 | 1.05 |
| Dynein cargo inh cell count | -0.316 | -1.3 | -0.815 | -0.672 |
| Autophagy mod | i | i | i | i |
| Autophagy mod cell loss 18 h | 9.6 | -2.0 | 0.7 | 14.1 |
| ER stress rescue | 1.3% | 0.7% | / | -0.9% |

Bioassay records (PubChem BioAssay)
